# PrPC TRFRET: reduces human prion protein on the cell surface; P04156; cell surface PrPC, TR-FRET read-out; inhibition, % at 13.8 µM; 370,000 compounds, 0.43% hits; AID 720596; in the data active = inhibition above about 24%; note: 0% = median of the test wells and 100% = reference compound wells
# 3CLpro inhibitor: SARS-CoV 3CLpro protease inhibition. 290,000 compounds, 0.14% hits. P0C6X7. recombinant SARS-CoV 3CLpro, quenched FRET peptide cleavage. inhibition, % at 6 µM; in the data active = inhibition above about 12%
# TcdB inh: blocks C. difficile toxin B glycohydrolase activity; inhibition, % at 9.99 µM; P18177; 350,000 compounds, 0.24% hits; TcdB glycohydrolase enzymatic assay, plate reader; in the data active = inhibition above about 10%
# BH1578 lux ind: inducers of Vibrio cholerae quorum light production without autoinducers; V. cholerae BH1578 lux reporter, luminescence, 6 h; activation, % at 18.7 µM; 350,000 compounds, 0.16% hits; in the data active = activation mostly above about 9.7%, no sharp cut-off; note: not every result past the cut was called active; inactives centre near 0; reference of the scale not given here
# Yp Topo-I inh: blocks Yersinia pestis topoisomerase I activity. Y. pestis Topo-I cleavage product accumulation, plate reader. activity, % at 10 µM. 360,000 compounds, 0.064% hits. AID 504884; in the data active = activity above about 50%, passing the limit was not always enough; note: inactives centre near 2
# VHR inh abs: DUSP3 (human) phosphatase inhibition; inhibition, % at 13.3 µM; recombinant VHR phosphatase, pNPP absorbance; P51452; AID 1654; 290,000 compounds, 0.52% hits; in the data active = inhibition above about 50%; note: some compounds called inactive have numbers as strong as hits
# Target sequence (P51452 whole entry, looked up): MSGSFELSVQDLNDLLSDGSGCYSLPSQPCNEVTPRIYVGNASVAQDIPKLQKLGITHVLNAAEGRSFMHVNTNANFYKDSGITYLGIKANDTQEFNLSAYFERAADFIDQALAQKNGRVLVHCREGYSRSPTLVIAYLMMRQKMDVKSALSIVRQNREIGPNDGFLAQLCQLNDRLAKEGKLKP
# Rv3671c protease: Rv3671c (M. tuberculosis) protease inhibition; P9WHR9; inhibition, % at 5.96 µM; 320,000 compounds, 0.048% hits; AID 2606; in the data active = inhibition above about 38%;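 note: extracellular domain of Rv3671c used as enzyme; 0% = enzyme with DMSO and 100% = no enzyme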
# Target sequence (P9WHR9 whole entry, looked up, the tested form may be a part): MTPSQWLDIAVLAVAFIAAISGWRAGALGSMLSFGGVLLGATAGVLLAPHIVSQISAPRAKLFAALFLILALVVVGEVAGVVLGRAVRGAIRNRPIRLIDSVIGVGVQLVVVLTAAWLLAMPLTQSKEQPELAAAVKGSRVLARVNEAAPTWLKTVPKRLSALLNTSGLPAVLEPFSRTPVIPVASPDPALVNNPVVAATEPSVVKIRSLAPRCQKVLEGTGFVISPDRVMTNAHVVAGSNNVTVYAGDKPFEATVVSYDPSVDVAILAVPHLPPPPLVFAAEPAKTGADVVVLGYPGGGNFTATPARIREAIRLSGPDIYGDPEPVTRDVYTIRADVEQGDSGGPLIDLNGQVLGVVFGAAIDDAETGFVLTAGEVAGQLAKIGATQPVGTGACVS
# MazEF act: MazEF (E. coli) toxin RNase activation; activation, % at 20 µM; AID 504720; P0AE70; 350,000 compounds, 0.32% hits; FAM/BHQ RNA-DNA oligo cleavage fluorescence, 5 h; in the data active = activation above about 50%
# Target sequence (P0AE70 whole entry, looked up): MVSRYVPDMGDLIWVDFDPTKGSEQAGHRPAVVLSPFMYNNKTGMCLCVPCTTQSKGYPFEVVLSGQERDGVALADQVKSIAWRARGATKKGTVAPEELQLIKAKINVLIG
# CCHFV vOTU inh: CCHFV vOTU protease inhibition | Pep-AMC fluorescence | inhibition, % at 11.5 µM | 370,000 compounds, 0.55% hits; in the data active = inhibition above about 30%; note: 0% = vehicle wells with enzyme and 100% = no enzyme wells
# PriA SSB inh: K. pneumoniae PriA-SSBct interaction inhibition; inhibition, % at 33 µM; 430,000 compounds, 0.6% hits; AlphaScreen SSBct-PriA binding, biotinylated peptide; AID 1272365; in the data active = inhibition mostly above about 37%, no sharp cut-off; inactive = mostly below about 20%;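 note: plate controls were negative control peptide for no effect and reference peptide for full effect; strong numbers were not always called active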
# * hit, by the source's call; i = inactive; . = no result given; & = joins results of further samples.
SMILES,PrPC TRFRET,3CLpro inhibitor,TcdB inh,BH1578 lux ind,Yp Topo-I inh,VHR inh abs,Rv3671c protease,MazEF act,CCHFV vOTU inh,PriA SSB inh
O=C(COc1cccc(Cl)c1)NCC(c1cccs1)N1CCOCC1 (configuration not stated),5,.,0.5,i,12,.,2,1,10,-4
Cc1nc(CCNS(=O)(=O)c2cccnc2)cs1,-7,-3,0.6,-0.3,-12,25,-3,0,-1,-14&-10
COc1cc(C(CCN2CCOCC2)c2c(OC)cc(OC)c3c2OC(=O)CC3c2ccc(N(C)C)cc2)cc(OC)c1OC (configuration not stated),-2,.,-8.2,0.4,-5,26,0,9,-3,52
COc1ccccc1NS(=O)(=O)c1cc(NC(=O)c2sc3cc(Cl)ccc3c2Cl)ccc1C,3,-2,1.4,-0.2,-1,1,-8,-24,11,-5
CC(C)(C)c1ccc(C(=O)C2CCCN(Cc3ccon3)C2)cc1 (configuration not stated),0,0,1.8,i,3,22,4,1,7,0
O=C(COc1ccc2ccccc2c1)NNC(=O)Cc1cccc2ccccc12,8,-2,.,0.4,18,20,-11,-11,18,-18
CC1=NN(/C(=N\c2nnc(C)s2)Nc2ccc(C(C)(C)C)cc2)[C@H](c2ccc(C)cc2)S1,3,-1,.,3.7,20,9,0,2,24,.
CCOC(=O)c1sc2nc(C)cc(C)c2c1N,-8,-8,.,i,-3,6,5,0,-61,-17
NC(=O)c1ncn([C@@H]2O[C@H](CN=C3NS(=O)(=O)c4ccccc43)[C@@H](O)[C@H]2O)n1,7,.,-11,i,-6,.,.,-4,11,-2
COc1cccc(NC(=O)c2cc3ccccc3oc2=O)c1,5,-5,-1.7,-1.2,-5,-8,-2,3,-2,-15
CCC(C(=O)NC1CCCC1)N(Cc1ccc2c(c1)OCO2)C(=O)c1snc(C(N)=O)c1N (configuration not stated),.,5,2.1,-0.4,4,26,-8,2,.,8
CN1CCC(N(C)S(=O)(=O)c2ccc(NC(=O)Cc3ccc(F)cc3)cc2)CC1,-4,.,0.1,-5.7,-8,.,-2,9,-4,-6
O=C(c1ccco1)N1CCN(c2ccc([N+](=O)[O-])cc2F)CC1,-24,-1,0.6,0.7,-10,10,0,-7,6,4
C/C=C/c1ccc2c(c1)OCO2,6,.,0.3,-0.4,0,.,-11,7,1,12
CCN1CCCc2cc(CN(CCN3CCOCC3)C(=S)Nc3ccc(OC)c(Cl)c3)ccc21,4,5,-2.1,-0.8,-6,-3,4,0,-2,9
Nc1nnc(Cc2ccccc2F)s1,5,-1,-0.4,-0.3,-5,30,2,7,5,3
CCCC(=O)N(Cc1cc(=O)[nH]c2ccccc12)c1ccc(OC)cc1,9,-3,1.4,i,7,24,6,6,17,-6
CC(C)CNc1nc(SCC(=O)Nc2ccccc2)nc(N2CCOCC2)n1,2,-3,-0.1,-0.4,-1,28,-1,4,4,-10
Cc1ccccc1COC(=O)c1nn(-c2ccccc2)nc1N,-4,2,1.4,i,6,6,-20,3,-27,-55
O=C(c1ccc(COc2ccccc2Br)o1)N1CCCCCC1,9,7,0.9,i,36,-8,-6,2,5,-11

# Next section, overlapping the part above by 3 compounds.
SMILES,PrPC TRFRET,3CLpro inhibitor,TcdB inh,BH1578 lux ind,Yp Topo-I inh,VHR inh abs,Rv3671c protease,MazEF act,CCHFV vOTU inh,PriA SSB inh
CC(C)CNc1nc(SCC(=O)Nc2ccccc2)nc(N2CCOCC2)n1,2,-3,-0.1,-0.4,-1,28,-1,4,4,-10
Cc1ccccc1COC(=O)c1nn(-c2ccccc2)nc1N,-4,2,1.4,i,6,6,-20,3,-27,-55
O=C(c1ccc(COc2ccccc2Br)o1)N1CCCCCC1,9,7,0.9,i,36,-8,-6,2,5,-11
COC(=O)c1oc(-c2ccc(Cl)cc2)nc1C,7,4,1.9,.,2,26,-5,10,5,-9
COc1ccc(-c2ccc(/C=C3\C(=O)N(c4ccccc4)N=C3c3ccccc3)o2)c([N+](=O)[O-])c1,5,0,.,4.8,1,1,3,-4,-2,-10
O=C(CSc1nc(-c2ccccc2)cs1)N1CCc2ccccc21,-4,3,.,-0.6,-7,28,5,8,4,-7
CCN(CC(=O)Nc1ccccc1OC)C(=O)COc1ccc(C#N)cc1,8,.,2.7,i,0,.,.,3,-6,-6
O=C(CNc1ccc(Cl)cc1)NNC(=S)NCc1ccccc1,0,2,0.2,i,-9,4,-2,-3,1,-2
CSc1ncccc1C(=O)N1CCCC(CCC(=O)NCc2ccc(F)c(F)c2)C1 (configuration not stated),-1,3,0.0,-0.3,7,13,-3,1,-5,5
O=C(NC1CCCCC1)c1cc(-c2ccc(O)cc2)on1,7,-4,-0.9,-0.4,0,25,-5,11,0,9
CC1CCCCC1N=C1NC(C)(C)CS1 (configuration not stated),1,3,-0.8,-0.2,-13,8,-2,-5,4,-14
Cc1ccc(NC(=O)C2(C)CCN2Cc2ccccc2OC(F)F)cc1 (configuration not stated),18,.,-2.2,0.2,24,.,.,.,17,.
COc1cc(NC(=S)NC(=O)c2c(OC)cccc2OC)ccc1NC(=O)c1cccs1,-11,1,.,i,33,-8,-30,12,4,-6
NC(=O)CC(NC(=O)Cc1ccc(Br)cc1)c1ccc(NCc2cc(F)ccc2F)c([N+](=O)[O-])c1 (configuration not stated),-2,.,1.1,i,10,-5,-10,12,2,-6
Cc1cccc(C)c1NC(=O)/C(=C/c1ccco1)c1ccccc1,-9,-2,.,i,7,10,6,3,12,-6
Cc1ccc(CN2CCN(/N=C/c3ccc(Cl)c([N+](=O)[O-])c3)CC2)cc1,-6,-3,0.5,-0.2,1,-27,12,4,-8,.
CCCC(=O)N1CCCC(c2cc(C(=O)NCc3ccccc3)no2)C1 (configuration not stated),10,.,-0.5,-1.2,2,.,.,.,2,.
Cc1cccc(Nc2nc(N)nc(CSc3nccc(C)n3)n2)c1,10,2,.,-0.4,0,26,0,3,-9,-2
Cc1cc(NC(=O)CCC(=O)N(Cc2cccnc2)C(C(=O)NC(C)(C)C)c2ccccc2Cl)no1 (configuration not stated),-5,1,0.0,0.1,0,17,5,4,13,-4
COc1ccc(C(C(=O)NC2CCCC2)N(C(=O)c2ccco2)c2cccc(C(C)=O)c2)cc1OC (configuration not stated),3,2,-0.7,-0.6,-11,41,6,-21,1,4
Cc1ccc(CN2CC(=O)N3[C@H]4c5cc(C)ccc5OC[C@@H]4[C@H](c4ccccc4)[C@]3(C)C2=O)cc1,5,.,0.5,6.7,4,.,-5,-8,0,-7
O=C1CC(Nc2ccc(N3CCOCC3)cc2)C(=O)N1CCc1ccccc1 (configuration not stated),-12,1,.,i,-8,4,-1,1,0,-6
Cc1cc(C)n(CC(=O)N2c3ccccc3Sc3ccc(C(F)(F)F)cc32)n1,11,5,4.3,i,5,-6,-4,5,9,1
CNC(=O)CN1C(=O)NC(c2ccccc2)(c2ccccc2)C1=O,2,-2,0.5,-4.5,0,-7,0,-25,-7,-6
O=C(NCC(=O)N1CCN(c2ccccc2)CC1)c1ccc(Br)o1,0,-3,1.7,-0.7,11,16,2,-3,4,7
CCC(=O)N1CCc2cc(Br)cc(S(=O)(=O)N3CCN(C(=O)c4ccco4)CC3)c21,1,1,.,1.1,1,14,-4,7,0,-14
N#CCCN(C(=O)COC(=O)c1ccc(S(=O)(=O)N2CCCC2)cc1)c1cccc(Cl)c1,2,.,2.0,-2.8,18,.,-9,1,5,3
O=C(Nc1nnc(-c2ccccc2F)s1)C1CCCO1 (configuration not stated),5,1,.,-0.6,-3,32,-4,0,-7,-8
Cc1nn(-c2ccccc2)c(C)c1/C=N/NC(=O)c1cccs1,-4,-4,-1.2,-0.3,9,17,-9,5,9,.
CC(NCCC(Cc1ccccc1)c1ccco1)c1ccccc1 (configuration not stated),4,-2,-0.3,i,-6,25,3,-1,8,-14
CC/C(=N\Nc1cccc2ccccc12)c1c(O)[nH]c(=O)[nH]c1=O,-1,0,0.7,-0.3,-3,-2,-9,11,6,.
Cc1ccc(C)c(NC(=O)CN(C)C(=O)c2ccccc2OCc2ccc(Cl)cc2)c1,-5,.,0.9,-0.7,29,.,8,-3,3,-5
COc1cccc(CN2CCN(C3CCOCC3)CC2CCO)c1 (configuration not stated),-2,-2,-0.3,-0.6,-2,17,4,-1,-6,-9
CCNc1nc(NCC)nc(N2CC(=O)N(CC(=O)OCC)C2=N)n1,5,-1,.,i,-4,.,8,-7,5,-3
CN1CCN(NC(=O)c2c(-c3ccccc3)sc3ccccc23)CC1,1,.,0.0,i,13,.,-1,1,5,12
COc1cc(C(=O)ON=C2C(C)=CC(=O)C=C2C)cc(OC)c1OC,2,5,.,i,-2,8,-4,26,1,-10
O=C(COC(=O)c1ccco1)Nc1ccccc1[N+](=O)[O-],-15,6,1.5,3.1,0,44,3,0,17,-5
O=S(=O)(c1ccccc1OC(F)(F)F)N1CCN(c2ccnc3cc(Cl)ccc23)CC1,-6,3,1.4,i,31,-14,-20,-10,16,-18
Cc1cccnc1CCNC(=O)CCc1nnc(-c2ccccc2)o1,2,2,0.2,3.0,-7,8,-1,6,3,-3
O=C(Cn1c(=O)c(=O)n(Cc2ccccc2)c2ccc(Cl)cc21)Nc1ccc(F)cc1F,-6,2,1.0,1.4,2,6,-1,1,3,-3
O=c1c2ccccc2nc(/C=C/c2ccc(O)cc2)n1-c1ccccc1O,-2,2,12*,-0.4,-7,21,-8,-15,-11,-6
Cc1ccccc1OCC(=O)OCC(=O)NCC1CCCO1 (configuration not stated),8,-1,1.4,0.4,-6,10,7,1,-5,-5
CC(/C=C1\SC(=S)N(NC(=O)c2ccccc2C)C1=O)=C\c1ccccc1,1,4,.,-0.4,-13,7,-34,8,7,11

# Record cards, from the list above. Order of values: PrPC TRFRET, 3CLpro inhibitor, TcdB inh, BH1578 lux ind, Yp Topo-I inh, VHR inh abs, Rv3671c protease, MazEF act, CCHFV vOTU inh, PriA SSB inh
# Entry for O=S(=O)(c1ccccc1OC(F)(F)F)N1CCN(c2ccnc3cc(Cl)ccc23)CC1 = -6, 3, 1.4, i, 31, -14, -20, -10, 16, -18
# Entry for O=C(Nc1nnc(-c2ccccc2F)s1)C1CCCO1 (configuration not stated) = 5, 1, ., -0.6, -3, 32, -4, 0, -7, -8
# Entry for CNC(=O)CN1C(=O)NC(c2ccccc2)(c2ccccc2)C1=O = 2, -2, 0.5, -4.5, 0, -7, 0, -25, -7, -6
# Entry for CC(NCCC(Cc1ccccc1)c1ccco1)c1ccccc1 (configuration not stated) = 4, -2, -0.3, i, -6, 25, 3, -1, 8, -14
# Entry for O=c1c2ccccc2nc(/C=C/c2ccc(O)cc2)n1-c1ccccc1O = -2, 2, 12*, -0.4, -7, 21, -8, -15, -11, -6

# Continued:
SMILES,PrPC TRFRET,3CLpro inhibitor,TcdB inh,BH1578 lux ind,Yp Topo-I inh,VHR inh abs,Rv3671c protease,MazEF act,CCHFV vOTU inh,PriA SSB inh
Cc1ccc(Cl)c(NC(=O)CSc2n[nH]c(=O)n2C2CC2)c1Cl,0,.,0.0,i,6,.,-12,-1,-16,-3
Cc1ccc(C)c(OC(=O)c2cccnc2Cl)c1C,-3,2,0.3,-1.5,-5,7,-1,1,12,-41
O=C(COc1ccc2ccccc2c1)NCCc1ccc2c(c1)OCCO2,6,4,1.2,1.6,-3,-1,-10,2,-4,-12
COc1ccc(Br)cc1CN(C)CC(=O)Nc1cc(Cl)ccc1Cl,-8,3,.,-0.2,22,40,3,-7,4,-21
Cc1ccc(N2CC(C(=O)NCc3ccco3)CC2=O)cc1Cl (configuration not stated),0,0,-0.8,i,3,10,-5,0,7,-24
CC1CN(S(=O)(=O)c2cccc(C(=O)Nc3cc(Cl)ccc3N3CCOCC3)c2)CC(C)O1 (configuration not stated),1,.,-3.8,i,14,.,-7,1,12,-12
O=C(COC(=O)Cc1ccccc1F)NCc1ccc(Cl)cc1,5,.,1.0,i,6,.,0,-4,2,-3
C[C@H](O)[C@@H]1C(=O)N2CCc3ccc(-c4ccccc4)cc3[C@@H]2C[C@@H]1N(C)C(=O)Nc1cc(Cl)cc(Cl)c1,-4,.,0.7,i,21,.,.,-26,-1,3
COc1ccc(CNC(=O)c2cccc(C)c2[N+](=O)[O-])cc1,1,-6,-0.1,-0.3,-2,-6,-15,2,-10,-8
O=S1(=O)N=C(N(CCO)/N=C/c2ccccc2)c2ccccc21,8,-1,-0.1,1.0,6,24,.,-6,10,.

# High-throughput results: PubChem, several laboratories

# Only part of the results is shown; count on the stated rates, not on these rows.
